Pemphigus Ab inh: inhibitors of pemphigus antibody binding to human desmoglein-3 | P32926 | DSG3-coupled beads, scFv-anti-DSG3-GFP binding, flow cytometry; hits give low values | binding (percent of control), % at 10 µM | 310,000 tested, 0.48% active | AID 588358;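 active means binding more than 3 SD below its plate's average and above zero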;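 further: hits lower antibody fragment binding to DSG3; some compounds called inactive have numbers as strong as hits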
Target sequence (P32926 whole entry, looked up, the tested form may be a part): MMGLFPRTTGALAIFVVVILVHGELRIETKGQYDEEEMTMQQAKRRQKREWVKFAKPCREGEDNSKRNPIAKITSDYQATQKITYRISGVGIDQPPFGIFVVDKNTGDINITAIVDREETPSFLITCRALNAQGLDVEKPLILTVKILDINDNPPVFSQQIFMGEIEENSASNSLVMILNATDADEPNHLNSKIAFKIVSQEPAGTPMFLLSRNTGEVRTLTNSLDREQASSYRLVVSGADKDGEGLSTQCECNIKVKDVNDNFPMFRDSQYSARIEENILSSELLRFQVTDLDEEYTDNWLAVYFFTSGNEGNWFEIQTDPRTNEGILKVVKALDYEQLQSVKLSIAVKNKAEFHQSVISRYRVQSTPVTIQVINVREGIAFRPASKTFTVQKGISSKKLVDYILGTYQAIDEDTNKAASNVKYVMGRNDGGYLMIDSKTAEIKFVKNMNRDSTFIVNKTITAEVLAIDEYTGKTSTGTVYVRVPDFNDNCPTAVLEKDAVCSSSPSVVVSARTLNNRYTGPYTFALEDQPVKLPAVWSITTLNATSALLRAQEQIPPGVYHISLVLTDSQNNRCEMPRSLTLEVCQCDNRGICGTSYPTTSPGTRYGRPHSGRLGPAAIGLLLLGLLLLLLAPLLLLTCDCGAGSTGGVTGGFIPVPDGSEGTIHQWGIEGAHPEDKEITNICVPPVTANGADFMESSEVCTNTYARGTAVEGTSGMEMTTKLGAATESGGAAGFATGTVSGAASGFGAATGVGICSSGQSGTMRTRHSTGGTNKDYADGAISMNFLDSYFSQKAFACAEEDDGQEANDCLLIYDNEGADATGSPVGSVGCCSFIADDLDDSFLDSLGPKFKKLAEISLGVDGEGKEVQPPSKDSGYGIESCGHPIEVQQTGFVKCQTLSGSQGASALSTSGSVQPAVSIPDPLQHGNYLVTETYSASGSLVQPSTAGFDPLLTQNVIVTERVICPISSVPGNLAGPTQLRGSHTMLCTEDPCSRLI
HTR5A inv ag: inverse agonist of human HTR5A in OPRM1-OPRD1 counter-screen | P47898 | 340,000 tested, 0.083% active | inhibition, % at 9.3 µM | HTR5A cell line, luminescence, inverse agonism; in the data active means inhibition mostly above about 23%, no sharp cut-off; inactive means mostly below about 18%;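 further: 0% = cells with DMSO and 100% = no-cell wells with DMSO; some compounds called inactive have numbers as strong as hits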
Arrestin-AP2 inh: inhibitors of human beta-arrestin and AP2 interaction | FITC-arrestin peptide / GST-AP2 beads, flow cytometry; AP2 beta2 appendage carries R879A mutation | inhibition, % at 10 µM | 340,000 tested, 0.31% active | AID 504490;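 active means inhibition above a set limit, near 3 SD of compounds lacking own fluorescence, cut at about 54% in these data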;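 further: plate controls were DMSO wells for no effect and 5 µM unlabelled arrestin peptide for full effect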
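System: GST-AP2 R879A glutathione beads | Also added: FITC-arrestin peptide, 50 nM | Times: 12 min plus 1 h, RT | Signal: Bead flow cytometry, FITC channel | Buffer or medium: PBS with 0.05% Tween 20 and 0.1% BSA | Read-out basis: Percent drop in bead-associated FITC signal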
OPRM1-OPRD1 ag: agonists of human mu-delta opioid receptor heterodimerization; cells, OPRM1-OPRD1 heterodimerization, luminescence; AID 504326; activation, % at 9.3 µM; 340,000 tested, 0.3% active; P35372+P41143; in the data active means activation above about 18%;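 further: 0% = vehicle-treated cells and 100% = reference agonist; values of inactives mirror those of a sister screen read the other way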
PKA-R1A act: activates the PKA-R1A holoenzyme complex. P00514+P68181. PKA-R1A dissociation, Cy5-IP20 fluorescence polarization; scaled: DMSO 0%, 113 µM cGMP 100%. activation, % at 11.4 µM. 340,000 tested, 0.083% active;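 active means percent activation above the mean of all tested compounds plus 3 SD, cut at about 19% in these data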;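 further: higher means more PKAc released from R1A so a rise in polarization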
DAGLB inhibitor: diacylglycerol lipase beta (human) inhibition; Q8NCG7; HEK293T DAGLB membrane lysate, EnzChek fluorogenic substrate; inhibition, % at 5.17 µM; 340,000 tested, 0.059% active; in the data active means inhibition above about 34%;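 further: 0% = enzyme with vehicle and 100% = wells lacking enzyme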
MOR-DOR inv ag: inverse agonists of human mu-delta opioid receptor heterodimerization | P35372+P41143 | inhibition, % at 9.3 µM | 340,000 tested, 0.21% active | cell-based MOR-DOR heterodimer luminescence, inverse agonism; in the data active means inhibition above about 22%, passing the limit was not always enough;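 further: 0% = cells with DMSO and 100% = wells without cells with DMSO; values of inactives mirror those of a sister screen read the other way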
HTR5A ag: activates human HTR5A in OPRM1-OPRD1 agonist counter-screen; 340,000 tested, 0.61% active; activation, % at 9.3 µM; P47898; HTR5A agonist assay, luminescence, cell-based; in the data active means activation mostly above about 9.5%, no sharp cut-off; inactive means mostly below about 7.6%;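 further: 0% = cells with vehicle only and 100% = reference agonist; strong numbers were not always called active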
PKA-R2B act: PKA-R2B complex activation. PKA-R2B holoenzyme dissociation, Cy5-IP20 fluorescence polarization; R2B truncated from residue 108, S112A mutant; 0% DMSO only, 100% 113 µM cGMP. activation, % at 11.4 µM. 340,000 tested, 0.079% active. AID 504700;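 active means activation above a cutoff set at the mean over all compounds plus 3 SD, cut at about 18% in these data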;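 further: higher means more holoenzyme dissociation and a rise in polarization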
V-ATPase pH: regulators of yeast V-ATPase proton transport. S. cerevisiae, pHLuorin cytosolic pH fluorescence. response, % at 10 µM. 350,000 tested, 0.37% active. AID 504577; in the data active means response mostly above about 7.3%, no sharp cut-off; inactive means mostly below about 5.4%; further: actives read high; inactives centre near 0; some compounds called inactive have numbers as strong as hits; reference of the scale not given here
* hit, by the source's call; . = no result given.

cpd	structure	Pemphigus Ab inh	HTR5A inv ag	Arrestin-AP2 inh	OPRM1-OPRD1 ag	PKA-R1A act	DAGLB inhibitor	MOR-DOR inv ag	HTR5A ag	PKA-R2B act	V-ATPase pH
1	Nc1nc(SCC(=O)N2CCCCC2)[nH]c(=O)c1NC(=O)c1cccs1	97	-3	5	-2.5	-3	-1	13	1	-8	2
2	CC(=O)Nc1c2c(nn1-c1ccc(C)cc1)CS(=O)(=O)C2	94	2	8	-2.0	4	2	10	0	-10	-3
3	CC(NC(=O)c1cccc(F)c1)C(c1cccs1)N1CCN(C)CC1 (configuration not stated)	103	13	-1	-1.2	-2	-1	6	6	0	0
4	CCOC(=O)N1CCN(Cc2nc(N)nc(Nc3ccccc3C)n2)CC1	106	6	0	0.8	-5	0	-4	-2	-6	-4
5	CCOC(=O)C(C)n1cnc2c(nnn2-c2ccc(OC)cc2)c1=O (configuration not stated)	102	6	-1	-1.5	-9	-1	8	-2	1	-1
6	CCN(CC)C(=O)C(=O)c1cn(CC(=O)N2CCc3ccccc3C2)c2ccccc12	99	-1	30	-2.4	-3	0	12	0	-8	0
7	CN(C(=O)COC(=O)C1CSC2(C)CCC(=O)N12)c1ccccc1 (configuration not stated)	106	14	22	0.3	-11	-2	-2	4	-8	-3
8	CC(NCc1cccn1C)c1ccccc1 (configuration not stated)	101	-9	0	1.0	1	-7	-5	2	7	-2
9	O=C(Nc1ccccc1)c1cc2ccccc2[nH]1	142	-1	8	-2.5	-2	2	13	5	-11	-9
10	CCOc1ccc2ncc(S(=O)(=O)c3ccc(C)cc3)c(N3CCC4(CC3)OCCO4)c2c1	107	-20	-2	3.4	0	-7	-15	-1	-7	-2
11	O=C(N1CCOCC1)N1CCN(c2ccc(F)cc2)CC1	102	1	0	0.1	-8	0	0	0	-11	-1
12	O=C(Nc1cccc(C(=O)O)c1)/C(=C\c1ccccc1)NC(=O)c1ccccc1Cl	120	14	20	-1.6	4	2	8	4	3	1
13	Cc1c(O)ccc(-c2[nH]ncc2-c2nc3ccccc3s2)c1O	108	-13	-2	-0.4	2	-3	2	4	-1	5
14	COc1ccccc1NC(=O)C(=O)NCC1CCCN1S(=O)(=O)c1cccs1 (configuration not stated)	125	20	21	-2.0	-5	-2	11	-8	5	-5
15	CC1CCN(CCCNC(=O)c2n[nH]c(=O)c3ccccc23)CC1	98	5	-4	-1.8	-4	-1	10	-1	-6	6
16	CCCCSc1nc2c(c(C(F)(F)F)c1C#N)CCC2	97	-14	11	3.4	2	-7	-15	5	2	2
17	Cc1ccc(CN2C(=O)CCC2C(=O)N2CCN(c3ccccc3)CC2)cc1 (configuration not stated)	102	-3	16	1.0	-5	-2	-5	4	9	-1
18	Cc1ccc(C(=O)O)cc1NCc1ccncc1	94	-13	-12	-3.7	-3	-3	18	3	-7	-3
19	Cc1coc2c1c(C)cc1oc(=O)c(CC(=O)NCCC(=O)O)c(C)c12	97	2	9	-2.3	-10	1	11	-1	-15	-2
20	Cc1cccc(-c2nnc(SCC(=O)C(C)(C)C)n2C)c1	99	-51	-1	0.2	-2	-2	-1	0	-2	2
21	COc1ccc(NC(=O)C[C@H]2C(=O)N(Cc3ccccc3)C[C@@H]2C)cc1	101	.	.	.	-12	3	.	.	-5	0
22	O=C(NCc1ccco1)Nc1cccc([N+](=O)[O-])c1	91	-10	-6	-3.9	-3	-3	21	3	-4	-2
23	CCOc1ccc(S(=O)(=O)NCc2ccc3c(c2)OCO3)cc1	95	-6	18	-2.7	-11	1	12	2	0	-2
24	O=C(CSc1nncs1)Nc1ccc(N2CCCCC2)cc1	106	-14	2	3.3	-6	2	-14	5	-4	2
25	COCC1CCN(Cc2nc(Cc3ccccc3Cl)no2)CC1	84	-4	0	-2.2	-6	0	14	1	-7	1

(cont.)
cpd	structure	Pemphigus Ab inh	HTR5A inv ag	Arrestin-AP2 inh	OPRM1-OPRD1 ag	PKA-R1A act	DAGLB inhibitor	MOR-DOR inv ag	HTR5A ag	PKA-R2B act	V-ATPase pH
26	COc1ccc(-c2nnc(S/C(=C/c3ccc(Cl)cc3)C(=O)O)o2)cc1	99	-1	-3	-1.0	-8	-1	5	0	7	-1
27	Cc1cccc(Oc2nc(-c3ccncc3)nc3ccccc23)c1	113	5	11	0.6	2	-8	-3	0	7	-2
28	CCc1ccccc1N(C(=O)c1snc(C(N)=O)c1N)C(C(=O)NCC1CCCO1)c1ccc(OC)c(OC)c1 (configuration not stated)	106	-37	-2	0.8	7	0	-4	6	-8	0
29	COc1ccc(C2SCC(=O)N2c2c(C)n(C)n(-c3ccccc3)c2=O)cc1OC (configuration not stated)	.	7	17	-0.9	-16	-2	6	-1	3	4
30	COc1cc(/C=N/NC(=O)CC23CC4CC(CC(C4)C2)C3)cc(Br)c1OCC(=O)N(C)C	100	-28	5	-3.5	-12	4	18	-3	-6	-1
31	Cc1ccc(CSc2nc3ccccc3c(=O)n2C)cc1	102	6	-5	2.0	-13	-12	-10	-2	-7	0
32	CCN1CCN(C(=O)c2nn(C)c3c2CS(=O)(=O)c2ccccc2-3)CC1	.	-5	4	-1.8	-7	1	9	-1	-5	0
33	Cc1ccc(S(=O)(=O)N2CCOC23CCN(C(=O)c2ccccc2Br)CC3)cc1	105	-11	-12	-2.4	-14	1	12	-7	1	-2
34	CCOCCCn1c(=NC(C)=O)c(C#N)cc2c(=O)n3ccccc3nc21	100	12	11	-2.4	3	0	12	-5	-2	-5
35	CC(C)(C)NC(=O)CSCc1ccc(Br)cc1	102	9	5	2.4	-8	-3	-12	-3	-4	0
36	COC(=O)c1cnn2c(C(F)(F)F)cc(-c3ccco3)nc12	97	-14	15	3.9	5	2	-23	0	2	0
37	COc1cc(OC)c(C(=O)NC2CCCc3ccccc32)cc1OC (configuration not stated)	113	-4	39	0.4	7	-2	-2	2	-3	1
38	CCN(C(=O)CSc1nc(C)cc(=O)[nH]1)C1CCCCC1	114	11	2	0.8	-3	1	-3	-4	-4	-2
39	Cc1ccc(S(=O)(=O)N2CCOC2C(Cl)(Cl)Cl)cc1 (configuration not stated)	91	1	-10	-0.3	-5	-3	2	2	3	-1
40	CC(=O)OCCn1c(C)[n+](CCOC(C)=O)c2cc(Cl)c(Cl)cc21	98	3	-25	-0.9	2	1	5	-1	-6	0
41	CCCCn1c(CN2CCN(C(=O)OCC)CC2)nc2c1c(=O)[nH]c(=O)n2C	99	-14	1	-1.8	9	2	10	1	-14	3
42	CCN(CC)C(=O)Nc1cnc2ccccc2c1	98	-18	15	-0.1	-8	-2	0	2	-5	-2
43	COc1ccc(S(=O)(=O)/C(C#N)=C/Nc2ccc(NC(C)=O)cc2)cc1	99	18	-9	-3.5	4	2	17	-5	-12	-2
44	Cc1csc(NC(=O)c2cccn2C)n1	95	5	1	-2.4	7	3	14	0	-9	-1
45	Cc1cc(C(=O)OCC(=O)Nc2nc(-c3ccccc3)cs2)c(C)o1	106	-13	-3	2.6	7	-7	-15	6	6	2
46	O=c1c2ccccc2nc(SCc2ccc([N+](=O)[O-])cc2)n1-c1ccc(Cl)cc1	91	-1	1	-0.6	-3	0	4	0	2	1
47	Cc1cc(C(=O)NC(CC(C)C)C(=O)O)cc(C)c1[N+](=O)[O-] (configuration not stated)	107	-14	8	-1.3	-11	-1	7	5	-1	0
48	CCn1ncc(Br)c1C(=O)Nc1ccccc1C(F)(F)F	102	15	0	-2.7	1	-3	12	-4	-5	4
49	Clc1cc2cccnc2c2ncccc12	94	3	-8	-3.4	-12	0	15	-1	-3	-2
50	COc1cccc(CNC(=S)Nc2cc(OC)ccc2OC)c1	100	10	11	-2.4	-3	-1	12	1	-2	0

Later entries
cpd	structure	Pemphigus Ab inh	HTR5A inv ag	Arrestin-AP2 inh	OPRM1-OPRD1 ag	PKA-R1A act	DAGLB inhibitor	MOR-DOR inv ag	HTR5A ag	PKA-R2B act	V-ATPase pH
51	Cc1ccc(CCN2CC(C(=O)NCc3ccc4c(c3)OCO4)CC2=O)cc1 (configuration not stated)	97	-16	-1	-2.9	-2	-4	15	3	4	-2
52	O=C(c1ccc2c(=O)n(-c3ccccc3)c(=S)[nH]c2c1)N1CCN(c2ccccc2)CC1	.	5	-3	-1.3	11	2	5	-2	5	-2
53	COc1ccccc1-c1nc(SCC(=O)N2CCC(C(N)=O)CC2)n[nH]1	.	-6	-4	-3.4	-9	-1	13	2	1	-5
54	COCCNC(=O)CN(C(=O)c1ccc(N2CCCC2)nc1)c1ccccc1	102	-14	4	-0.8	-6	1	4	4	-10	5
55	CC(C)COP(=O)(c1ccc(N(C)C)cc1)C(Nc1ccccc1)c1ccccc1 (configuration not stated)	103	10	-5	2.5	-11	-2	-11	-3	0	0
56	COC(=O)C1C(=O)C=C(Nc2ccc(F)cc2F)CC1c1ccc(OC)cc1 (configuration not stated)	121	15	-4	-3.7	-11	3	20	1	-2	-3
57	Cc1ccccc1S(=O)(=O)Cc1ccc(C(=O)NCCCN2CCCC2)o1	101	6	-6	-2.9	-6	-1	15	-2	-4	3
58	CCN(CC)C(=O)[C@H]1C[C@H](CC(=O)NCc2cccc(C(F)(F)F)c2)C(=O)N2CCc3c([nH]c4ccc(Cl)cc34)[C@]12C	102	-6	-5	0.7	-6	0	-3	2	-13	1

Bioassay records deposited in PubChem by several laboratories.
